Rpn11 inh – blocks the human proteasome subunit Rpn11; 360,000 compounds, 0.59% hits; human 26S proteasome, Ub4-pepOG fluorescence polarization; 20S core pre-blocked with epoxomicin; AID 588493; calls only at 20 µM;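 active = inhibition at 20 µM, scaled to each plate's controls, above about 33%, limit read from the data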
Rin1-Abl PPI inh – human Rin1-Abl interaction inhibition; TR-FRET Rin1/Abl binding, biochemical; inhibition, % at 7.35 µM; 360,000 compounds, 0.4% hits; P00519+Q13671; in the data active = inhibition above about 5%, passing the limit was not always enough
Target sequence (P00519 whole entry, looked up): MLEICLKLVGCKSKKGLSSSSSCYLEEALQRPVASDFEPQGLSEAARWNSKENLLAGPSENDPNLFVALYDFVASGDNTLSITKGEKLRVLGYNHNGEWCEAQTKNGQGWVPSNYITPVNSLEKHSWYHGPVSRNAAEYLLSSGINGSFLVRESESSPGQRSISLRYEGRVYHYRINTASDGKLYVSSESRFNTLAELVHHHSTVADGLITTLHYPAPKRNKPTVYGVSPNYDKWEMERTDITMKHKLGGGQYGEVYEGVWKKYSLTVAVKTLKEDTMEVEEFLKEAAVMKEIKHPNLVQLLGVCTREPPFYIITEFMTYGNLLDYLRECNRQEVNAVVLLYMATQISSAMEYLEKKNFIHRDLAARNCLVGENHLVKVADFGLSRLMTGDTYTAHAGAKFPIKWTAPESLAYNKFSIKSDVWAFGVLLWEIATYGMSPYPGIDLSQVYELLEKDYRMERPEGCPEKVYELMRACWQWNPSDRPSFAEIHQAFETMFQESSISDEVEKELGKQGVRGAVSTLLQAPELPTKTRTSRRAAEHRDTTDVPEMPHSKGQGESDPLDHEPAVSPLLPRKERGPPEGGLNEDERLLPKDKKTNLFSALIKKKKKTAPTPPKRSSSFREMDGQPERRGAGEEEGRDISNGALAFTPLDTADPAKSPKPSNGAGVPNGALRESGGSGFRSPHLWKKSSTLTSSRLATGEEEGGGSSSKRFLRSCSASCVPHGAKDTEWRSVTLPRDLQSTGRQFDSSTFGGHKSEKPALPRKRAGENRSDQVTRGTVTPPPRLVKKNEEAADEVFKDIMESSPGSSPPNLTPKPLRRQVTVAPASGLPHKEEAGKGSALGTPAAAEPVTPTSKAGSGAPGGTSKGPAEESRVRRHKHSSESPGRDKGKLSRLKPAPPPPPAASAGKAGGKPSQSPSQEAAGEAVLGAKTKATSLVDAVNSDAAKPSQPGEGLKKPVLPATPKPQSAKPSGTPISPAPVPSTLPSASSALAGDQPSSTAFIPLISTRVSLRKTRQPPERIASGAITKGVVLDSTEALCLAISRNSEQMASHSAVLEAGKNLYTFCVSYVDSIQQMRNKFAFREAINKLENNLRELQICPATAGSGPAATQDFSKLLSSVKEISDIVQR
Target sequence (Q13671 whole entry, looked up): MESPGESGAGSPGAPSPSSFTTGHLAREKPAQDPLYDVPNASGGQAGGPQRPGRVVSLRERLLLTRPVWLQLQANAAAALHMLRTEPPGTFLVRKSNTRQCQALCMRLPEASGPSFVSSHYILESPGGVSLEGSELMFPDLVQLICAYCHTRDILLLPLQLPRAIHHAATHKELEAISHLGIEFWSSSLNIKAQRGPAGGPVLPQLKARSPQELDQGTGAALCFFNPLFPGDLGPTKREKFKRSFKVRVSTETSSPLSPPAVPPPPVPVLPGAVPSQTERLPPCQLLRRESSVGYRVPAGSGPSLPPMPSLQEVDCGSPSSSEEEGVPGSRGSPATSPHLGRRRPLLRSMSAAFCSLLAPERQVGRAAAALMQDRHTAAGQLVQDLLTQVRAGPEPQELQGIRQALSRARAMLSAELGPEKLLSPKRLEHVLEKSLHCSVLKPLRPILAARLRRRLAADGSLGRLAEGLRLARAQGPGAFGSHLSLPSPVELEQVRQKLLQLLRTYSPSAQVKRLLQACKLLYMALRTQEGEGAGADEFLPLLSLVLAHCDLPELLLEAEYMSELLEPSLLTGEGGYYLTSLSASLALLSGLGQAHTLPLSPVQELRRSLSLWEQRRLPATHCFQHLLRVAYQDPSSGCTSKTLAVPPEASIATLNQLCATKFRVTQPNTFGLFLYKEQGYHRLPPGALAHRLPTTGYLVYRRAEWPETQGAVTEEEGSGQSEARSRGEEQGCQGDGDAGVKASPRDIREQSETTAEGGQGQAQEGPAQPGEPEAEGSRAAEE
MLLE-PAM2 inh – inhibitors of microRNA-mediated deadenylation, human PABP1 MLLE binding. inhibition, % at 20 µM. AID 588489. P11940. GST-MLLE / FITC-PAM2 fluorescence polarization. 360,000 compounds, 0.36% hits; in the data active = inhibition above about 35%, passing the limit was not always enough;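 note: plate controls were DMSO wells with GST-MLLE for no effect and wells lacking GST-MLLE protein for full effect; some results filed as inactive read as strong as hits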
MT1-MMP act inh – blocks activation of human MT1-MMP; AID 651647; HT1080 RFP-PRO-GFP cells, GFP/RFP ratio fluorescence, overnight; percent of plate control window, DMSO zero; GFP/RFP ratio change, % at 20 µM; 360,000 compounds, 0.061% hits;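 active = GFP/RFP ratio change of at least 30% with cell ATP level not reduced by more than half and red fluorescence within 50% of control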; note: strong numbers were not always called active
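Assay system: HT1080 RFP-PRO-GFP cells. Benchmarks: DMSO vehicle wells and RFP-L50D-GFP reporter cell wells. Times: overnight cell settling, then overnight compound exposure, 37 °C, 5% CO2. Compound: 20 µM single dose, 1% DMSO. Read-out basis: GFP/RFP fluorescence ratio.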
SKN-1 block – C. elegans SKN-1 inhibition. C. elegans VP596 Pgst-4::GFP/RFP ratio, acrylamide-induced, 24 h. inhibition, % at 21.8 µM. 360,000 compounds, 0.49% hits. AID 624304;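 active = interference check ratio from 0.5 to 1.5 plus GFP to RFP signal ratio inhibition reaching or exceeding a fixed threshold, cut at about 30% in these data, passing the limit was not always enough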; note: some compounds called inactive have numbers as strong as hits
CSN inh – inhibitors of human CSN-mediated cullin deneddylation; Q92905; Purified CSN, SCF-Nedd8-OG deneddylation, fluorescence polarization; 360,000 compounds, 0.38% hits; inhibition, % at 12.5 µM; AID 651999;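 active = pattern-corrected inhibition above about 35%, with an unprinted fluorescence ratio check between 0.5 and 1.5, limit read from the data, passing the limit was not always enough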;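 note: 0% = enzyme with substrate and 100% = substrate without enzyme; some results filed as inactive read as strong as hits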
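Assay system: HEK293T-derived human Csn5 enzyme; quantity: 0.24 nM enzyme; medium: Tris/NaCl/DTT buffer, pH 7.5; also added: substrate SCFSkp2-Nedd8OG, 10 nM; doses: 12.5 µM compound; schedule: 90 min reaction at room temperature; signal: FP; read-out: % inhibition of substrate cleavage by Csn5; benchmarks: substrate-only high control, full reaction low control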
NadD inh – inhibitors of Staphylococcus aureus NadD | purified NadD enzyme, colorimetric absorbance read-out | inhibition, % at 20 µM | 360,000 compounds, 0.78% hits | AID 602399; in the data active = inhibition above about 26%; note: some compounds past the cut are filed as inactive
Neddylation inh – blocks human cullin neddylation; calls only at 25 µM; AID 651699; P61081+Q13564; TR-FRET cullin neddylation, biochemical; 360,000 compounds, 0.58% hits; in the data active = inhibition above about 36%
FAS-TE inh – inhibitors of human fatty acid synthase thioesterase domain; recombinant FAS-TE, OMFH fluorogenic substrate, fluorescence endpoint; inhibition, % at 15 µM; 360,000 compounds, 0.67% hits; AID 602261;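 active = compounds whose normalised, plate-corrected inhibition of enzyme fluorescence in the single-dose primary screen is 50% or more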;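 note: 0% = DMSO with enzyme and 100% = substrate without enzyme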
The depositor's hits bear a star; i = inactive; · = no result given.

SMILES	Rpn11 inh	Rin1-Abl PPI inh	MLLE-PAM2 inh	MT1-MMP act inh	SKN-1 block	CSN inh	NadD inh	Neddylation inh	FAS-TE inh
COc1ccc(N2C(=O)CC(n3cnc4ccccc43)C2=O)cc1 (stereo unspecified)	i	-4	-1	1	20	7	1	i	-5
Cc1ccc(NC(=O)CSc2nnc(N)s2)c([N+](=O)[O-])c1	i	-4	-8	-1	-1	-5	2	i	-5
Cc1ccc(S(=O)(=O)N/N=C/c2ccccc2F)cc1[N+](=O)[O-]	i	-4	6	-3	1	0	-4	i	9
CC(=O)c1c(O)c2ccccc2n(Cc2ccccc2)c1=O	i	-1	-10	3	16	-1	2	i	5
COc1cccc(OC)c1OCCCSc1nc(C)cc(=O)[nH]1	i	1	20	3	-20	-3	-1	i	-3
COCCn1c(SCC(=O)NC(=O)NCc2ccccc2)nc2ccccc21	i	1	-9	-7	35	3	-4	i	0
COC(=O)/C=C1\SC(N2CCOCC2)=C(c2ccc(OC)cc2)C1=O	i	-1	27	-1	7	-5	-4	i	-5
Cc1ccc(N2C(=O)CC(SCC(=O)Nc3ccc(S(N)(=O)=O)cc3)C2=O)cc1 (stereo unspecified)	i	3	42*	6	7	-3	-2	i	-4
CNC(=S)N1N=C(c2ccc(C)cc2)CC1c1ccc(Br)cc1 (stereo unspecified)	i	-3	-7	-7	20	1	14	i	26
c1c2c(cc3sc(N4CCOCC4)nc13)OCO2	i	1	32	2	3	-7	11	i	-8
CCn1cc(C2CC(=O)NC2=O)c2ccccc21 (stereo unspecified)	i	-3	-1	-2	5	4	0	i	-6
CC1(C)CC(=O)C(C=NCCN2CCN(CC(=O)Nc3ccc(Cl)cc3)CC2)=C(O)C1	i	1	-4	1	-13	-5	-8	i	-8
CC1(c2nnnn2Cc2ccccc2)CCC(=O)N1CC(F)(F)F (stereo unspecified)	·	·	·	2	9	-6	-4	i	-9
COCCOCCn1c(/C=C/c2ccccc2)nc2ccccc21	i	0	-12	3	4	-6	-3	·	-3
CCOC(=O)/C(N=Nc1ccc(C(=O)O)cc1[N+](=O)[O-])=C(\C)O	i	-4	-1	2	-3	6	2	i	-3
Cc1ccccc1C(=O)N1CCc2ccccc2C1	i	2	-14	7	-2	1	-1	i	-6
CCC(C)(C)NC(=O)C(c1ccc(C)cc1)N(CC1CCCO1)C(=O)CCC(=O)Nc1ccccn1 (stereo unspecified)	i	0	0	-1	8	-4	-6	i	-4
COc1ccc(CCNC(=O)C(=O)NCC2OCCN2C(=O)c2ccc(Cl)cc2)cc1OC (stereo unspecified)	i	2	-9	-1	11	4	-3	i	-6
COCCCn1c(=O)c2sccc2n(Cc2cccc(C)c2)c1=O	i	2	1	1	4	0	-4	i	2
O=C(COC(=O)c1c(F)cccc1F)Nc1ccccc1OC(F)F	i	-1	-13	-3	-4	-4	-6	i	0
Cc1c(C(=O)c2ccc(Cl)cc2[N+](=O)[O-])c2ccccn2c1CCC#N	i	0	-4	·	-15	-18	1	i	3
Cc1c(/C=N\NC(=O)c2c[nH]c3ccccc23)cnn1C	i	0	-2	0	3	4	-4	i	-10
Cn1c(N)c(C(=O)CSc2nn(-c3ccc(F)cc3)c(=S)s2)c(=O)n(C)c1=O	i	2	-76	-3	18	5	1	i	0
Cc1ccc(C(C)C)c(O)c1	i	3	1	5	7	0	-2	i	-8
CC(=O)c1ccc(N2CCN(C(=S)Nc3cccc(F)c3)CC2)cc1	i	1	-124	0	9	2	-2	i	-2
COc1ccc2cnn(-c3ccc(C)cc3)c(=O)c2c1OC	i	-1	0	4	-2	1	4	i	-2
COc1ccc2nc(C)[nH]c(=O)c2c1	i	-1	-4	3	-3	8	-2	i	-2
COCCn1c(=NC(=O)c2ccc(S(=O)(=O)N3CCc4ccccc4C3)cc2)sc2cc(S(N)(=O)=O)ccc21	i	3	16	-5	5	-3	71*	i	35
COc1ccc2nc(Nc3nc4cc5c(cc4s3)OCCO5)sc2c1	i	-1	4	2	10	0	13	·	67*
C=CCc1cc(/C=C2/NC(=O)NC2=O)cc(OCC)c1O	i	-5	-6	6	7	-2	0	i	-1
COc1cccc(N2CCN(C3OC(=O)c4ccccc43)CC2)c1 (stereo unspecified)	i	1	13	-1	-1	-5	1	i	-5
O=C(/C=C/c1ccccc1)NCCS(=O)(=O)N1CCN(c2ccccc2)CC1	i	-2	7	0	-7	1	-2	i	3
CC(C)(C)NC(=O)C(Cc1ccccc1)NS(=O)(=O)c1cccc2nsnc12 (stereo unspecified)	i	6	8	·	-5	-1	-2	i	-7
COCCCn1c(SCC(=O)NC2CCCCC2)nnc1-c1ccco1	i	-2	3	0	8	2	-4	i	-5
Cc1cccc[n+]1CCCCCCCCCC[n+]1ccccc1C	i	-1	2	-2	1	4	-1	i	-5
CCN(CC)S(=O)(=O)c1ccc(C(=O)NCC(c2cccs2)N2CCOCC2)cc1 (stereo unspecified)	i	-2	0	11	-1	4	-4	i	-5
COc1ccc(-c2nc(CNS(=O)(=O)c3cc(OC)ccc3OC)cs2)cc1	i	-1	3	0	-2	2	5	i	-1
CC[C@]12c3[nH]c4cc(-c5ccco5)ccc4c3CCN1C(=O)[C@@H](CC(=O)NCc1ccco1)C[C@@H]2C(=O)N1CCN(C(=O)c2ccco2)CC1	i	-2	-11	-5	23	5	3	·	-5
COc1ccc(Cl)cc1C(=O)N/N=C/c1ccc(N2CCOCC2)cc1	i	1	-6	-1	-8	-3	8	·	0
COc1ccc(Cl)cc1NC(=O)CSc1nnc(COc2ccccc2)n1N	i	-2	-20	10	-7	-3	0	i	1
CCCCC1=CC2=CC(=O)C(C)(OC(=O)CC)C(=O)C2=CN1C1CCCCC1 (stereo unspecified)	i	2	-5	-2	7	2	9	i	-8
COc1ccc(C(=O)NCc2nnc(SCC(=O)N3CCc4ccccc43)o2)cc1OC	i	-1	-53	2	10	-9	3	i	-6
CC(C)NC(=O)c1onc(CSc2ccccc2)c1C(=O)O	i	1	-8	0	9	-5	1	i	-7
Cc1ccc(C(=O)N2CCC(C(=O)Nc3cccc([N+](=O)[O-])c3)CC2)cc1	i	2	1	6	-2	2	-4	i	13
COC(=O)C1CCN(C(=O)Cc2ccc(C)cc2)CC1	i	-4	4	-4	8	0	2	i	-1

Compounds from the list above with a furan ring, fused or not:
SMILES	Rpn11 inh	Rin1-Abl PPI inh	MLLE-PAM2 inh	MT1-MMP act inh	SKN-1 block	CSN inh	NadD inh	Neddylation inh	FAS-TE inh
COCCCn1c(SCC(=O)NC2CCCCC2)nnc1-c1ccco1	i	-2	3	0	8	2	-4	i	-5
CC[C@]12c3[nH]c4cc(-c5ccco5)ccc4c3CCN1C(=O)[C@@H](CC(=O)NCc1ccco1)C[C@@H]2C(=O)N1CCN(C(=O)c2ccco2)CC1	i	-2	-11	-5	23	5	3	·	-5

Structures listed so far marked active in NadD inh.
smiles	Rpn11 inh	Rin1-Abl PPI inh	MLLE-PAM2 inh	MT1-MMP act inh	SKN-1 block	CSN inh	NadD inh	Neddylation inh
COCCn1c(=NC(=O)c2ccc(S(=O)(=O)N3CCc4ccccc4C3)cc2)sc2cc(S(N)(=O)=O)ccc21	i	3	16	-5	5	-3	71*	i

New compounds follow:
SMILES	Rpn11 inh	Rin1-Abl PPI inh	MLLE-PAM2 inh	MT1-MMP act inh	SKN-1 block	CSN inh	NadD inh	Neddylation inh	FAS-TE inh
COc1ccccc1N1CCN(C(=O)c2cccc(N3C(=O)NC4CC3(C)Oc3c(OC)cccc34)c2)CC1 (stereo unspecified)	i	-3	-17	1	0	0	1	i	-5
Cc1cc(C)n2nc(SCCCC(=O)c3ccc(F)cc3)nc2n1	i	0	6	2	-8	10	-6	i	1
CCOc1ccc(C(CC(=O)O)NC(=O)C2c3ccccc3Oc3ccccc32)cc1 (stereo unspecified)	i	7	9	3	9	0	-2	i	3
S=c1nc(-c2csc3c2CCCC3)[nH][nH]1	i	0	23	1	4	-1	-1	i	-8
Cc1ccc(-c2noc(CCC(=O)NCCCN3CCN(c4cccc(Cl)c4)CC3)n2)cc1	i	-4	-5	6	-1	2	-8	i	2
O=C1OC[C@H]2CCCN2C(=O)[C@@H](CC(=O)N(CCO)Cc2ccccc2)C/C=C\CC[C@H]1Cc1ccc(F)cc1	i	1	5	0	-2	-5	-4	i	7
CC1(C(=O)NCc2cccc(Cl)c2)Cc2c(-c3ccc(C(N)=O)cc3)ccnc2O1 (stereo unspecified)	i	-4	3	-2	7	4	3	i	2
O=C(CCCc1ccccc1)Nc1ccnn1C1CCN(Cc2ccc(Cl)cc2)CC1	i	0	5	2	-6	2	-8	i	13
Cc1nn(CC(C)C)c(Cl)c1C(=O)NCC1CCCO1 (stereo unspecified)	i	-4	-1	-3	-1	-5	5	i	-3
O=C(CSc1ccc2c(c1)OCCO2)NCc1ccccc1	i	1	2	0	-9	-5	-4	i	-5
C/C(=N\NC(=O)c1ccccc1)C1C2C=CC(C2)C1(C)C (stereo unspecified)	i	-3	-14	-10	7	3	1	i	2
OC1(C#CCN2CCCC2)c2ccccc2-c2ccccc21	i	0	-2	-3	-18	-3	-4	i	-6
COCCCNC(=O)CCS(=O)(=O)Cc1ccc(C)cc1	i	-1	-1	1	7	-2	-2	i	-4
Cn1c(=O)c2c(ncn2CCOc2ccc(F)cc2)n(C)c1=O	i	0	-1	-4	12	0	-1	i	0
CC(C)Nc1nnc(SCC(=O)N2CCN(C(=O)c3ccco3)CC2)s1	i	1	35	-3	13	-1	3	i	-6
CCn1cc(C(=O)NCCCN2CC(C)CC(C)C2)c(=O)c2cc(S(=O)(=O)N(C)C)ccc21 (stereo unspecified)	i	-2	1	4	-10	-11	-3	i	-2
COc1ccc(-c2c[n+]3c4n2CCCCC4=C(c2ccccc2)C3)cc1	i	-2	-7	-12	15	-4	-1	i	-31
CC(C)CC1(C)NC(=O)N(CCN2C(=O)c3ccccc3C2=O)C1=O (stereo unspecified)	i	5	3	3	-7	-1	-7	i	-6
CS/C(Nc1cc(Cl)ccc1Cl)=C(/C#N)C(=O)c1ccco1	i	-2	2	1	26	8	-6	i	31
O=C(CC1C(=O)NCCN1Cc1ccc(-c2ccccc2)cc1)NCCCn1ccnc1 (stereo unspecified)	i	3	-3	4	9	8	5	i	-6
COc1cc(C(=O)N[C@H](C(=O)Nc2nnc(C3CC3)s2)C(C)C)cc(OC)c1OC	i	1	-5	5	4	-3	-4	i	-3
CCc1cccc(CC)c1NC(=O)c1ccccc1	i	4	-7	8	0	-5	-2	i	-4
COc1ccc(CNC(=O)C2(C)Cc3c(-c4ccccc4)ccnc3O2)cc1OC (stereo unspecified)	i	-3	5	3	11	-1	-4	i	-2
Cc1cc2oc(=O)cc(-c3ccccc3)c2c(C)c1-c1ccc(OC(F)(F)F)cc1	i	-2	-4	-6	17	0	13	i	21
Cc1c(C(=O)NCc2cccs2)sc(=O)n1Cc1ccc(S(=O)(=O)N(C)C)cc1	i	1	4	0	-13	-1	3	i	3
O=C(Nc1cccc(F)c1)NC1(C(=O)N2CCC(O)CC2)CCCCC1	i	1	-10	-2	-2	2	0	i	-8
CN(Cc1nc2ccccc2n1C)S(=O)(=O)c1ccc(Cl)cc1	i	-4	11	-2	20	-6	8	i	5
O/N=C1/CCSc2ccccc21	i	-1	4	4	-18	-1	1	i	-5
COc1ccc(N=C2SC(C(=O)N3CCN(c4ccc([N+](=O)[O-])cc4)CC3)CC(=O)N2C)cc1 (stereo unspecified)	i	-8	-11	1	9	-2	9	i	22
CCOc1ccc(S(=O)(=O)Nc2cccc(C(=O)N3CCN(C(C)=O)CC3)c2)cc1	i	2	10	-4	-10	-1	-3	i	-8
